Bioassay records from PubChem BioAssay.
TEAD-YAP inh = TEAD-YAP interaction inhibition; HEK-TIYL cells, TEAD-Gal4/YAP UAS-luciferase luminescence; inhibition, % at 9.12 µM; 640,000 tested, 1.4% active; in the data active = inhibition above about 32%;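 also: 0% = median of test compound wells and 100% = reference inhibitor wells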
MITF inh = human MITF inhibition, primary screen; 650,000 tested, 0.91% active; inhibition, % at 2.6 µM; AID 1259374; AlphaScreen MITF homodimerization, bead proximity signal; O75030; in the data active = inhibition above about 50%;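 also: 0% = vehicle wells with protein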
Target sequence (O75030 whole entry, looked up): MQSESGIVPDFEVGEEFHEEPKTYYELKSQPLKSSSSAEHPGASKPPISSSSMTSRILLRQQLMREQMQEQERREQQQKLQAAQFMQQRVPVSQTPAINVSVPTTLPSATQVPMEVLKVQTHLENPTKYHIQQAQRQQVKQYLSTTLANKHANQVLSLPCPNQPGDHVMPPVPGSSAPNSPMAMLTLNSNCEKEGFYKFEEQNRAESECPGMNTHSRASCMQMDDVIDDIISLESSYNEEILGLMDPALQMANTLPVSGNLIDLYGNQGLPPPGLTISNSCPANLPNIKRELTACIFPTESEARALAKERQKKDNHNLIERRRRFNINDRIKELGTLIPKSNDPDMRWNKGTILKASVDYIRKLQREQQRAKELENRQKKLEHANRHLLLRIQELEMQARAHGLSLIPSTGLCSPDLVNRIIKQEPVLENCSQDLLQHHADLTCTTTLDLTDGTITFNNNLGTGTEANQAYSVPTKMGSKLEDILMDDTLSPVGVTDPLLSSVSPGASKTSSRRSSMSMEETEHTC
GPR151 activ = human GPR151 activation | Q8TDV0 | PathHunter beta-arrestin GPR151 cells, luminescence | activation, % at 11.2 µM | 650,000 tested, 1% active | AID 1508602; in the data active = activation above about 4.9%;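 also: 0% = median of compound wells and 100% = cells with positive control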
Target sequence (Q8TDV0 whole entry, looked up): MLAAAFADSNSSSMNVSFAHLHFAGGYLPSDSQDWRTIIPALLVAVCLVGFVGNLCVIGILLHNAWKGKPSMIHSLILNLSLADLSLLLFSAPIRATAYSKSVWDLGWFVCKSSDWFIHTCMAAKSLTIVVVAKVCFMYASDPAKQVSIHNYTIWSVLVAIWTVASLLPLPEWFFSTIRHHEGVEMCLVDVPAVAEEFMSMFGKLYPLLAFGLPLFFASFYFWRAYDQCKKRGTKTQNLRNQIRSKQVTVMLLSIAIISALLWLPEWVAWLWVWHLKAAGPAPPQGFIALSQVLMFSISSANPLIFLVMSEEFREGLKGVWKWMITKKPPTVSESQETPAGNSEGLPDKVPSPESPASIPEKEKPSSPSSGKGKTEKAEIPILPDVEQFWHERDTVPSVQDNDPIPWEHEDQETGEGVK
FBW7 act = activators of human E3 ligase FBW7; Q969H0; AlphaScreen FBW7–phospho-cyclin E peptide binding, activator screen; normalized activity (activation), % at 26.1 µM; 650,000 tested, 0.13% active; in the data active = normalized activity above about 1.9%;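 also: purified mutant Fbw7 with reduced substrate affinity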
Active calls of the source: *. An unsorted share of the library. Share with any hit: about 3.4%.

Results for NC(=O)CC(c1ccccc1)c1ccc2c(c1)OCO2 (stereo not given) ?
TEAD-YAP inh: 12; MITF inh: 0; GPR151 activ: 6.4*; FBW7 act: -0.1

Results for CCCN1CCN(C(=O)CSc2ccccc2)CCC1=O ?
TEAD-YAP inh: -16; MITF inh: 14; GPR151 activ: -0.4; FBW7 act: -0.1

Results for Cc1ccnc(N=S(=O)(O)c2ccc(NC(=O)CN3CCC(C(N)=O)CC3)cc2)n1 (tested in a mixture with another compound) ?
TEAD-YAP inh: -2; MITF inh: 15; GPR151 activ: -0.3; FBW7 act: 0.5

How did Cc1ccc(SCC(=O)Nc2ccc([N+](=O)[O-])cc2O)cc1 do in these assays?
TEAD-YAP inh: -4; MITF inh: 18; GPR151 activ: 0.3; FBW7 act: 0.8

How did CC(C)(C)C1CCC(C(=O)NCc2cccnc2)CC1 (stereo not given) do in these assays?
TEAD-YAP inh: 12; MITF inh: 4; GPR151 activ: -0.8; FBW7 act: 0.9

What do the screens show for `CC(=O)N1CCN(c2ccnc3c2c(=O)n(CC(=O)NCC2CCCO2)c(=O)n3C)CC1` (stereo not given)?
TEAD-YAP inh: 1; MITF inh: 14; GPR151 activ: 1.8; FBW7 act: -0.1

What do the screens show for `O=C(/C=C/c1ccccc1[N+](=O)[O-])OCC(=O)c1ccc(Br)s1`?
TEAD-YAP inh: 12; MITF inh: -9; GPR151 activ: 0.9; FBW7 act: -0.1

How did O=C(CNC(=S)N(CCCN1CCOCC1)Cc1cccs1)NCc1ccccn1 do in these assays?
TEAD-YAP inh: 0; MITF inh: 7; GPR151 activ: -0.5; FBW7 act: -0.2

Results for COc1cc2c(cc1OC)n(CC(=O)NCc1ccccc1)n1c(C)cc(=O)nc21 ?
TEAD-YAP inh: -2; MITF inh: 8; GPR151 activ: -0.1; FBW7 act: 0.0

Results for O=C(NCCCS(=O)(=O)N1CCN(c2ccccn2)CC1)C(c1ccccc1)c1ccccc1 ?
TEAD-YAP inh: 19; MITF inh: 6; GPR151 activ: 4.7; FBW7 act: 0.2

What do the screens show for `CCC1CCCCN1C(=O)COC(=O)c1cc(=O)[nH]c(=O)[nH]1` (stereo not given)?
TEAD-YAP inh: 1; MITF inh: -10; GPR151 activ: -1.2; FBW7 act: -0.2

What do the screens show for `COc1ccc(S(=O)(=O)N(CC(=O)Nc2cc(Cl)ccc2C)Cc2ccccc2)cc1`?
TEAD-YAP inh: 0; MITF inh: -4; GPR151 activ: -1.8; FBW7 act: 0.0

How did Cc1cc(NC(=O)CSc2nnc3c4ccccc4n(C)c3n2)no1 do in these assays?
TEAD-YAP inh: -2; MITF inh: -2; GPR151 activ: 0.0; FBW7 act: 0.0

How did Cc1ccc(-c2csc(N)c2C(=O)OC(C)C)cc1C do in these assays?
TEAD-YAP inh: -9; MITF inh: 0; GPR151 activ: -0.1; FBW7 act: 0.0

Results for Cc1ccc(C(=O)Nc2ccc(C(=O)O)cc2)o1 ?
TEAD-YAP inh: 1; MITF inh: 26; GPR151 activ: -6.6; FBW7 act: 0.0

How did CCC1C2c3ccccc3C(c3ccccc32)C1C(=O)Nc1ccc(C)cc1 (stereo not given) do in these assays?
TEAD-YAP inh: 5; MITF inh: 6; GPR151 activ: -1.3; FBW7 act: 0.1

What do the screens show for `OCCN1CN(Cc2ccc(Cl)cc2)Cn2c1nc1ccccc12`?
TEAD-YAP inh: 7; MITF inh: 17; GPR151 activ: 0.5; FBW7 act: 0.1

How did Cc1cc(C)cc(NC(=O)C2CCN(C(=O)c3ccccc3)CC2)c1 do in these assays?
TEAD-YAP inh: 3; MITF inh: 1; GPR151 activ: -1.9; FBW7 act: 0.9

How did COc1cccc(OC)c1NC(=O)CSc1nnc2c3ccccc3n(C)c2n1 do in these assays?
TEAD-YAP inh: -8; MITF inh: 22; GPR151 activ: -0.8; FBW7 act: 0.1

What do the screens show for `Cc1ccccc1CN1C(=O)C(O)(CC(=O)c2cc(O)ccc2O)c2ccccc21` (stereo not given)?
TEAD-YAP inh: 6; MITF inh: 1; GPR151 activ: 1.7; FBW7 act: 0.0

What do the screens show for `CCOc1cc(/C=N/NC(N)=S)ccc1OC(=O)c1ccc([N+](=O)[O-])cc1`?
TEAD-YAP inh: 9; MITF inh: 15; GPR151 activ: -0.5; FBW7 act: 1.7

How did CCSc1nc2sccn2c(=O)c1C(=O)NCC1COC(C)(C)O1 (stereo not given) do in these assays?
TEAD-YAP inh: -1; MITF inh: -6; GPR151 activ: -0.2; FBW7 act: -0.1

Results for O=C1CCCN1CCCNc1cc(-c2ccccc2)ncn1 ?
TEAD-YAP inh: 5; MITF inh: 15; GPR151 activ: 0.4; FBW7 act: 0.1

How did COc1ccc(CCNC(=O)c2csc(Nc3ncccn3)n2)cc1 do in these assays?
TEAD-YAP inh: -3; MITF inh: 10; GPR151 activ: 2.1; FBW7 act: 0.2

How did Cc1cc(OCC(=O)NCCCN2CCOCC2)ccc1Br do in these assays?
TEAD-YAP inh: 6; MITF inh: 18; GPR151 activ: -0.4; FBW7 act: 0.1

What do the screens show for `Cc1nc2ccccc2c(=O)n1-c1ccc(F)c(NC(=O)c2ccccc2)c1`?
TEAD-YAP inh: 12; MITF inh: 16; GPR151 activ: 0.2; FBW7 act: 0.3

How did COc1ccc(NC(=O)c2cnn(-c3ccc(C)cc3)c2C2CCNCC2)cc1 do in these assays?
TEAD-YAP inh: 12; MITF inh: 10; GPR151 activ: 0.4; FBW7 act: -0.4

Results for O=C(Nc1ccc(-c2cn3c4c(nnc3n2)CCCC4)cc1)c1ccco1 ?
TEAD-YAP inh: -24; MITF inh: 37; GPR151 activ: -1.8; FBW7 act: -0.6

Results for O=C(C(O)c1ccc(F)cc1)N1CCC(Nc2ccc3[nH]ncc3c2)CC1 (stereo not given) ?
TEAD-YAP inh: -5; MITF inh: 23; GPR151 activ: -2.6; FBW7 act: 0.6

Results for CC1=NN(c2ccc(C)cc2)C(=O)/C1=C\c1ccc(F)cc1 ?
TEAD-YAP inh: 8; MITF inh: -3; GPR151 activ: 0.4; FBW7 act: -1.3

How did CCOc1ccc(N(CCC#N)S(=O)(=O)c2ccc(Br)cc2)cc1 do in these assays?
TEAD-YAP inh: 3; MITF inh: 2; GPR151 activ: 1.1; FBW7 act: -0.1

What do the screens show for `CCCOc1ccc(C2C(C#N)=C(N)Oc3n[nH]c(C(C)(C)C)c32)cc1` (stereo not given)?
TEAD-YAP inh: 11; MITF inh: -117; GPR151 activ: 0.8; FBW7 act: 0.0

Results for CCCC1CCC(c2ccc(C(=O)Nc3cccc(NC(=O)c4ccc(C5CCC(CCC)CC5)cc4)n3)cc2)CC1 (stereo not given) ?
TEAD-YAP inh: 4; MITF inh: 6; GPR151 activ: -0.1; FBW7 act: 0.0

How did O=C1c2ccccc2-c2onc3c(N4CCN(c5ccccc5F)CC4)cc(Nc4cccc(F)c4)c1c23 do in these assays?
TEAD-YAP inh: 9; MITF inh: 5; GPR151 activ: 1.1; FBW7 act: 0.1

Results for CCc1cccc(C)c1NC(=O)c1cccc(N2C(=O)C(C)CS2(=O)=O)c1 (stereo not given) ?
TEAD-YAP inh: 12; MITF inh: 4; GPR151 activ: 0.6; FBW7 act: -0.2

Results for Cc1nn(-c2ccc(F)cc2)c(C)c1N ?
TEAD-YAP inh: -1; MITF inh: 4; GPR151 activ: -0.6; FBW7 act: 0.0

Results for COc1ccc(CN2CCN(C)C(CCO)C2)c2ccccc12 (stereo not given) ?
TEAD-YAP inh: -1; MITF inh: 2; GPR151 activ: 2.3; FBW7 act: 0.0

What do the screens show for `COc1cccc2c1OCC(c1nc3ccc(-c4ccnc(N)n4)cc3[nH]1)C2` (stereo not given)?
TEAD-YAP inh: 12; MITF inh: 15; GPR151 activ: -1.3; FBW7 act: 0.2

How did COc1cc(NC(=O)c2oc(=O)c3ccccc3c2-c2ccc(C)cc2)cc(OC)c1OC do in these assays?
TEAD-YAP inh: -9; MITF inh: 10; GPR151 activ: 1.3; FBW7 act: -0.1

How did O=C(NCc1nc2ccccc2[nH]1)C1CCN(c2ccc(Cl)nn2)CC1 do in these assays?
TEAD-YAP inh: 3; MITF inh: -13; GPR151 activ: -0.4; FBW7 act: 0.1

Among those listed so far, two have two or more sulfur atoms.
How did O=C(CNC(=S)N(CCCN1CCOCC1)Cc1cccs1)NCc1ccccn1 do in these assays?
TEAD-YAP inh: 0; MITF inh: 7; GPR151 activ: -0.5; FBW7 act: -0.2

How did CCSc1nc2sccn2c(=O)c1C(=O)NCC1COC(C)(C)O1 (stereo not given) do in these assays?
TEAD-YAP inh: -1; MITF inh: -6; GPR151 activ: -0.2; FBW7 act: -0.1

Next part:
How did Cn1c(-c2ccc(Cl)cc2)cnc1NCc1cc2c(cc1[N+](=O)[O-])OCO2 do in these assays?
TEAD-YAP inh: 13; MITF inh: 33; GPR151 activ: 0.0; FBW7 act: 0.1

How did CSc1ncccc1C(=O)OCC(=O)/C=C1/N(C)c2ccccc2C1(C)C do in these assays?
TEAD-YAP inh: -4; MITF inh: 14; GPR151 activ: -2.1; FBW7 act: 0.1

What do the screens show for `CC(C)N(CCNC(=O)c1csc(-c2ccc(C(=O)NC3CC3)cc2)n1)C(C)C`?
TEAD-YAP inh: 9; MITF inh: -3; GPR151 activ: 1.3; FBW7 act: 0.1

How did O=C(CSc1c[nH]c2ccccc12)NCCc1ccccc1 do in these assays?
TEAD-YAP inh: 4; MITF inh: 13; GPR151 activ: 0.3; FBW7 act: 0.2

Results for CCCn1c(C)cc(C(=O)COc2cc(C(=O)OC)cc(C(=O)OC)c2)c1C ?
TEAD-YAP inh: -2; MITF inh: 10; GPR151 activ: -1.0; FBW7 act: 0.0

What do the screens show for `Cc1coc2c(C)c3oc(=O)c(CCC(=O)O)c(C)c3cc12`?
TEAD-YAP inh: 0; MITF inh: 6; GPR151 activ: -0.5; FBW7 act: 0.0

What do the screens show for `CCS(=O)(=O)Nc1ccc(NC(C)=O)cc1`?
TEAD-YAP inh: 20; MITF inh: 11; GPR151 activ: -0.7; FBW7 act: 0.4

How did Cc1nc(C(=O)Nc2ccccc2Cl)cc2c1[nH]c1ccccc12 do in these assays?
TEAD-YAP inh: -7; MITF inh: 22; GPR151 activ: -1.4; FBW7 act: 1.7

How did CCOc1ccc(C=C2C(=O)OC(c3ccccc3)OC2=O)cc1 (stereo not given) do in these assays?
TEAD-YAP inh: 0; MITF inh: 3; GPR151 activ: -1.5; FBW7 act: -0.1

How did Clc1ccc(-c2cs/c(=N\c3ccccn3)n2-c2ccccc2)cc1 do in these assays?
TEAD-YAP inh: 4; MITF inh: -116; GPR151 activ: 0.4; FBW7 act: 0.0

What do the screens show for `C/C(CC(=O)Nc1ccccn1)=N\NC(=O)c1cnccn1`?
TEAD-YAP inh: -39; MITF inh: 19; GPR151 activ: 1.4; FBW7 act: -0.2

Results for CC(C)(C)OC(=O)NNC(=O)CSCc1ccc(Cl)c(Cl)c1 ?
TEAD-YAP inh: 4; MITF inh: 14; GPR151 activ: 1.0; FBW7 act: 0.5

How did O=C(CNCCCN1CCOCC1)Nc1ccc(N2CCCCC2)cc1 do in these assays?
TEAD-YAP inh: -2; MITF inh: 50; GPR151 activ: 1.2; FBW7 act: -0.3

What do the screens show for `COc1ccc(/C(C)=N/NC(=O)c2ccccc2)cc1OC`?
TEAD-YAP inh: -52; MITF inh: -5; GPR151 activ: 0.6; FBW7 act: 0.0

Results for O=C(NCCCN1CCCC1=O)c1ccn(-c2ccnc(Nc3ccc(N4CCOCC4)cc3)c2)n1 ?
TEAD-YAP inh: -5; MITF inh: -4; GPR151 activ: 0.2; FBW7 act: -0.1

How did O=C(NCc1ccco1)c1cc2n(n1)C(C(F)(F)F)CC(c1ccc(Cl)c(Cl)c1)N2 (stereo not given) do in these assays?
TEAD-YAP inh: 18; MITF inh: 0; GPR151 activ: 2.5; FBW7 act: -0.1

What do the screens show for `CN1C(C)(C)CC(NC(=O)c2ccn[nH]2)CC1(C)C`?
TEAD-YAP inh: -4; MITF inh: 23; GPR151 activ: -1.2; FBW7 act: 0.0

Results for Cc1cc(C)c(C(N)=O)c(Nc2cccc(Br)c2)n1 ?
TEAD-YAP inh: -6; MITF inh: 1; GPR151 activ: -0.8; FBW7 act: -0.1

Results for C=CCSc1nnc2c(n1)OC(c1cc(C)ccc1C)Nc1ccccc1-2 (stereo not given) ?
TEAD-YAP inh: -37; MITF inh: 10; GPR151 activ: 0.6; FBW7 act: -0.1

How did CN(C)c1ccc(C2C3=C(CC(C)(C)CC3=O)Nc3ccccc3N2C(=S)Nc2ccccc2)cc1 (stereo not given) do in these assays?
TEAD-YAP inh: -39; MITF inh: -3; GPR151 activ: 0.4; FBW7 act: 0.0

Of the compounds above, these have fluorine:
What do the screens show for `Cc1nc2ccccc2c(=O)n1-c1ccc(F)c(NC(=O)c2ccccc2)c1`?
TEAD-YAP inh: 12; MITF inh: 16; GPR151 activ: 0.2; FBW7 act: 0.3

Results for O=C(C(O)c1ccc(F)cc1)N1CCC(Nc2ccc3[nH]ncc3c2)CC1 (stereo not given) ?
TEAD-YAP inh: -5; MITF inh: 23; GPR151 activ: -2.6; FBW7 act: 0.6

Results for CC1=NN(c2ccc(C)cc2)C(=O)/C1=C\c1ccc(F)cc1 ?
TEAD-YAP inh: 8; MITF inh: -3; GPR151 activ: 0.4; FBW7 act: -1.3

How did O=C1c2ccccc2-c2onc3c(N4CCN(c5ccccc5F)CC4)cc(Nc4cccc(F)c4)c1c23 do in these assays?
TEAD-YAP inh: 9; MITF inh: 5; GPR151 activ: 1.1; FBW7 act: 0.1

Results for Cc1nn(-c2ccc(F)cc2)c(C)c1N ?
TEAD-YAP inh: -1; MITF inh: 4; GPR151 activ: -0.6; FBW7 act: 0.0

How did O=C(NCc1ccco1)c1cc2n(n1)C(C(F)(F)F)CC(c1ccc(Cl)c(Cl)c1)N2 (stereo not given) do in these assays?
TEAD-YAP inh: 18; MITF inh: 0; GPR151 activ: 2.5; FBW7 act: -0.1
